CYP2C9 activ: human CYP2C9 activators, primary screen, biochemical, luminescence; recombinant CYP2C9, luciferin-H conversion; stronger effect = higher value; factor 1 = untreated enzyme, 0 = blocked; activation factor at 5 µM; hit rate 1.4% among 96,000; AID 1024, 2008;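 active = activation factor of 2 or more for CYP2C9 at a 5 µM dose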;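 note: 0 = sulfaphenazole-blocked wells and 1 = vehicle-only wells; values of inactives mirror those of a sister screen read the other way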
LYP act: LYP phosphatase activators, primary screen, biochemical, DiFMUP fluorescence, 2 µM. recombinant LYP; 0 = plate median, 100 = signal doubled. activation, % at 2 µM. Tyrosine-protein phosphatase non-receptor type 22 (Homo sapiens), Q9Y2R2. hit rate 0.11% among 96,000;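 active = activation at 2 µM above a set limit, the mean plus 5 SD, cut at about 37% in these data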
PTK2B oligo ant: antagonists of Pyk2 self-association, primary screen, Q293 cells, FERM NanoBiT luminescence, HTS; Protein-tyrosine kinase 2-beta (Homo sapiens), Q14289; stronger effect = lower value; z-score (the deposit names both 25 µM and 10 µM); hit rate 0.83% among 99,000; AID 1347419, 2020;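 active = Z-score of -3 or lower, scaled per plate to the spread of control and sample wells; inactive = z-score above -3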;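 note: negative z-score means lost luminescence so less FERM oligomerization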
Target sequence (Q14289 whole entry, looked up): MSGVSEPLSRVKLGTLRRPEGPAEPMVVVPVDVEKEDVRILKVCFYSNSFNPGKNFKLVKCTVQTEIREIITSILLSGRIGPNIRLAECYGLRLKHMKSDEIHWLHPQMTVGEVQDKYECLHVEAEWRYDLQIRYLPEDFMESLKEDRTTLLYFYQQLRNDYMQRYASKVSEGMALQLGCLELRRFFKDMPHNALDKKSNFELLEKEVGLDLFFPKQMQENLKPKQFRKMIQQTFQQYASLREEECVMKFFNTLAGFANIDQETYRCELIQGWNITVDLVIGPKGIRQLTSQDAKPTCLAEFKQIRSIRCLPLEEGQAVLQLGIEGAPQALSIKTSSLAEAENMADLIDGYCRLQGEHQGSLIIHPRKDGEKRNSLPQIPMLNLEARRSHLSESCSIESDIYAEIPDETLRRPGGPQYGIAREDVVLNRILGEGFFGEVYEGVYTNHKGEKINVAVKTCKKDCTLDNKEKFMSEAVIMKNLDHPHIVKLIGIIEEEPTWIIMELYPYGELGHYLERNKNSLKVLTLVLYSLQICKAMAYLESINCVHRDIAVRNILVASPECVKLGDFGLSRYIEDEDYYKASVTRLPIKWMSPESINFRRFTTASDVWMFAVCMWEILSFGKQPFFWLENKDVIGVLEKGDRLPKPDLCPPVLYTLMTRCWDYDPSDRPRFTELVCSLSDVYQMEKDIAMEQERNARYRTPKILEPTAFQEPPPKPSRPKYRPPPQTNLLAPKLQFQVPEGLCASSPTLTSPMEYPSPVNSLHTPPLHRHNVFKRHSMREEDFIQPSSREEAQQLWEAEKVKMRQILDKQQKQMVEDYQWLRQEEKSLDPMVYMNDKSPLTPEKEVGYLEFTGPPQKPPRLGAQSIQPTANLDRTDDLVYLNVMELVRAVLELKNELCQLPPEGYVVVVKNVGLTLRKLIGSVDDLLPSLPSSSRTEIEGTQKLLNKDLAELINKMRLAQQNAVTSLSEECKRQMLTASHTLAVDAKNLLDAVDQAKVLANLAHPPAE
DAT uptake mod: changed hDAT dopamine uptake under cocaine IC80, either direction, primary screen, cocaine antagonist project, cell-based, LLC-PK1 hDAT, [14C]-dopamine uptake, MLSMR; LLC-PK1 hDAT cells, [14C]-dopamine uptake with cocaine IC80; actives deviate in either direction; hit rate 1.3% among 110,000; Sodium-dependent dopamine transporter (Homo sapiens), Q01959; B-score at 10 µM;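 active = Z score or B-score, a plate-position-corrected score, falls beyond the plate's 99.7% confidence bounds, in either direction; inactive = both scores lie inside the 99.7% bounds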;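 note: scored against the spread of the other compound wells on the same plate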
CYP2C9 inh: blockers of cytochrome P450 2C9 activity – biochemical, luminescence, ADME assay, primary screen. P11712. CYP2C9 Supersomes, luciferin-H conversion. inhibition, % at 5 µM. hit rate 20% among 96,000. AID 777, 2007;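 active = blocking of liver enzyme CYP2C9 beyond about 50% at 5 µM, limit read from the data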; note: values of inactives mirror those of a sister screen read the other way
LYP inh 2: PTPN22 phosphatase inhibitors, primary screen, biochemical, DiFMUP fluorescence, 2 µM; Tyrosine-protein phosphatase non-receptor type 22 (Homo sapiens), Q9Y2R2; inhibition, % at 2 µM; hit rate 0.21% among 96,000; AID 640, 2007; recombinant LYP catalytic domain;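 active = inhibition at 2 µM at or above a set limit, the screen mean plus 3 SD, cut at about 24% in these data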;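 note: 0% = DMSO with enzyme and 100% = enzyme fully blocked by orthovanadate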
E coli WT exp: growth inhibitors of wild-type E. coli, primary screen, strain BW25113, expanded library, OD600; OD600 absorbance; hit rate 0.15% among 98,000; growth inhibition, % at 100 µM; AID 710, 2007;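 active = growth inhibition above about 50% at one test dose, limit read from the data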;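 note: growth measured after 20 h incubation at 37 °C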
PostGolgi ctrl: growth inhibition of yeast control strain, primary screen, counter-screen for post-Golgi transport modulator project | efflux-deficient yeast background strain, growth absorbance A615, 16 h | inhibition, % at 10 µM | hit rate 5% among 98,000
PostGolgi yeast: phenotypic screen on post-Golgi transport, primary screen. post-Golgi transport phenotypic cell assay. inhibition, % at 10 µM. hit rate 0.9% among 98,000;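 note: yeast cells grown in 1536-well plates; yeast grown about 18 h at 30C before absorbance read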
Numbers without * were called inactive; · = not tested or not shown. Cut-off read from the data, not from the text of the source, unless noted: active = inhibition above about 30%; inactive = the rest. Compounds as they come (roughly 24% active in at least one column).

SMILES | LYP inh 2 | PostGolgi ctrl | E coli WT exp | CYP2C9 activ | PostGolgi yeast | DAT uptake mod | PTK2B oligo ant | LYP act | CYP2C9 inh
COCc1ccc2oc(C(=O)O)cc2c1 | -3 | 18 | -10 | 1.1 | 5 | -0.3 | -0.13 | 0 | -14
CCN(CC)CCCn1c(C)cc2c(c1=O)C(c1ccccc1)C(C#N)=C(N)O2 (centres undefined) | -3 | 14 | -12 | · | -7 | -0.9 | 1.4 | 0 | ·
COc1cc(OC)c(C(=O)COc2ncnc3ccccc23)c(OC)c1 | -10 | -2 | 8 | 0.8 | -1 | -0.33 | 1.7 | 10 | 24
Cn1cnnc1SCC(=O)OCN1C(=O)c2ccccc2C1=O | -6 | 2 | -4 | 0.9 | 3 | -0.21 | -0.24 | 7 | 11
Nc1cc(OC(=O)c2cccs2)nn1S(=O)(=O)c1ccc(F)cc1 | -4 | 0 | -8 | 0.1 | -3 | 0.056 | 1.9 | 4 | 93*
O=C(Oc1ccc(Cl)c2cccnc12)N1CCOCC1 | -8 | 15 | -2 | 0.8 | 12 | 0.088 | 0.24 | 8 | 16
CC1Sc2ccccc2N(CC(=O)N(C(C)C)C(C)C)C1=O (centres undefined) | 11 | 14 | 5 | 1.1 | 11 | -1.1 | -0.03 | -9 | -5
O=C(Nc1ccc(Cl)cc1)N(CCCN1CCOCC1)Cc1cccs1 | -3 | 3 | 3 | 0.5 | 4 | -0.73 | · | 0 | 48
CCn1cc(S(=O)(=O)CC(=O)Nc2cc(C)ccc2C)c2ccccc21 | -2 | 4 | 1 | 1.8 | -3 | 0.003 | · | -2 | -80
O=c1c2c(n3nnnc3n1Cc1ccccc1)-c1ccccc1CC21CCCC1 | 17 | -4 | -3 | 0.3 | -13 | 2.7 | 0.34 | -14 | 72*
O=C(NCCc1ccccc1)/C(=C\c1ccc([N+](=O)[O-])cc1)NC(=O)c1ccccc1 | 2 | 3 | -9 | 1 | 5 | -0.98 | -0.49 | 2 | 4
O=C(NC1CCCC1)C(c1cccs1)N(Cc1ccco1)C(=O)c1csnn1 (centres undefined) | 0 | 3 | -5 | 0.9 | 4 | · | -0.68 | -1 | 11
CC(Oc1ccc(Cl)cc1)C(=O)/C=C/N(C)C (centres undefined) | -5 | 12 | 2 | 0.8 | -4 | -0.17 | 0.66 | 8 | 24
COc1ccc(N2CC(O)=C(c3nc4ccccc4s3)C2=N)cc1 | -14 | 2 | 22 | 1.1 | -6 | 0.053 | -0.72 | 14 | -7
COc1ccccc1C1=NOC(Cn2c(=O)c3c(ncn3C)n(C)c2=O)C1 (centres undefined) | -7 | 14 | -6 | 1.5 | -10 | -0.21 | 0.18 | 5 | -48
O=C(N/N=C/c1ccco1)c1cnccn1 | 14 | 13 | -5 | 1 | -29 | -1.2 | -0.44 | -10 | 1
Cc1cc(C)c2nc(SC(C)C#N)cc(C)c2c1 (centres undefined) | -9 | 10 | -1 | 1.2 | -1 | -1.1 | -1.4 | 5 | -19
CN(c1ccccc1C(=O)Nc1ccc2c(c1)OCO2)S(C)(=O)=O | -9 | 5 | -22 | · | 1 | 1.8 | 0.79 | 7 | ·
O=C(CSc1nnc(Cn2nnc3ccccc32)o1)Nc1cccc(Cl)c1 | 6 | -1 | 3 | 0.7 | 0 | · | 0.96 | -6 | 26
CCCCn1c(=O)cc(N2CCOCC2)[nH]c1=O | -12 | 5 | 3 | 1.3 | 2 | -0.7 | · | 8 | -30
Cc1nc(-n2cc(F)c(=O)[nH]c2=O)c2nc(C)oc2n1 | -4 | -2 | -8 | 1 | 5 | -0.023 | 0.04 | 6 | 0
Cc1ccc(S(=O)(=O)CC(c2ccccc2)N2CCOCC2)cc1 (centres undefined) | -2 | 10 | 1 | 1 | -18 | 0.22 | 1.2 | 0 | -1
Cc1ccc(-c2n[nH]c(=O)c3ccccc23)cc1S(=O)(=O)N(C)CCO | -11 | -3 | 4 | 0.6 | 15 | -0.019 | 0.35 | 12 | 45
CCCCSc1[nH]c(=O)c(C(=O)OCC)cc1C#N | -6 | -6 | 7 | 0.8 | -3 | -0.018 | -1.7 | 7 | 19
COc1cccc(NC2=CC(=O)CC(C)(C)C2)c1 | · | 2 | 4 | 1.2 | 15 | -0.088 | 0.22 | · | -16
C/C(NCCCn1ccnc1)=C(\C#N)C(N)=O | 2 | 3 | -3 | 1 | -5 | -0.43 | -0.17 | -3 | -2
CC(=O)c1c(C)nc(-c2ccc(Cl)cc2)nc1N=CN(C)C | 0 | -2 | 1 | 0.5 | 3 | 0.27 | 0.98 | -1 | 51*
CCOC(=O)CN1C(=O)NC(C)(c2ccc(OC(F)F)cc2)C1=O (centres undefined) | · | 8 | 7 | 0.6 | 5 | 0.42 | 0.8 | · | 35
CCn1c(SCC(=O)c2ccc(Cl)cc2)nnc1C(C)C | -8 | 4 | 1 | 1.2 | 1 | -0.35 | -0.42 | 6 | -16
COc1cccc2sc(Nc3nnc(-c4cccs4)o3)nc12 | 5 | -4 | -2 | 1 | -3 | -0.41 | -0.11 | -5 | 3
Cc1cccc(-c2c3c(=O)n(C)c(=O)n(C)c3cn2CCO)c1 | -2 | -4 | 5 | 1.1 | -7 | -0.086 | -0.6 | 2 | -12
Cn1c(=O)n(Cc2ccccc2)c(=O)c2c1nc1n2CCCN1Cc1ccccc1 | -3 | 32* | 9 | 1 | -5 | -0.038 | -1.1 | 3 | 1
CCOC(=O)c1nnn(CC(=O)N2N=C(c3cccc4ccccc34)CC2c2ccccc2)c1C(=O)OCC (centres undefined) | 9 | · | · | · | · | 0.77 | 0.18 | -7 | ·
CN1CCN(Cc2nc3c(c(=O)[nH]c(=O)n3C)n2CCc2ccccc2)CC1 | 0 | -6 | 10 | · | 4 | 0.21 | · | -1 | ·
O=C(CSc1nnc(-c2ccco2)n1Cc1ccco1)N1CCOCC1 | · | 2 | 2 | 1 | 8 | -0.077 | 0.15 | · | 1
CCOC(=O)c1ccc(COC(=O)c2cc3ccccc3oc2=O)o1 | 11 | 4 | 9 | 0.9 | -10 | 0.47 | 0.61 | -9 | 8
CCOC(=O)N1CCN(C(=O)C2CCN(S(=O)(=O)N3CCCC3)CC2)CC1 | -1 | 0 | -5 | 1 | 9 | 0.1 | 0.22 | 0 | 0
Cn1c(=O)cc(OCCCC(=O)NCCN2CCN(c3ccccc3F)CC2)c2ccccc21 | -14 | 5 | 4 | 0.6 | -4 | 0.53 | · | 12 | 41
COc1ccc(CC(=O)OCn2nnc3ccccc3c2=O)cc1 | 13 | 0 | -1 | · | -8 | -0.14 | -0.5 | -9 | ·
CC(C)CC(=O)n1sc(NC(=O)c2ccccc2)nc1=O | 16 | 7 | -5 | 0.7 | -1 | -0.83 | -0.16 | -11 | 34
CCOC(=O)C1=NN(c2ccccc2)C(=O)/C1=C\c1ccc(N(C)C)cc1 | -5 | 13 | -7 | 0.8 | -4 | -0.0007 | -0.47 | 3 | 19
COc1ccc(CCNC(=O)C2CCCN(S(C)(=O)=O)C2)cc1OC (centres undefined) | 2 | 1 | 0 | 1.2 | -6 | -0.94 | 1.6 | -5 | -22
COc1ccc2nc(C)cc(SCC(=O)NNC(=O)COc3ccccc3)c2c1 | 7 | 2 | -3 | 0.9 | -3 | · | -0.9 | -5 | 15
COc1ccc(OCCNC(=S)Nc2cccc3ccccc23)cc1 | -3 | 2 | -21 | 1.5 | 0 | 1.3 | -0.3 | 9 | -54
Cc1ccc(C(=O)C2CCN(CC(=O)Nc3nc(C)cs3)CC2)cc1 | -2 | 4 | 1 | 0.1 | -3 | 3.2 | 0.76 | 4 | 90*
COc1cc(C2c3c(oc4cc(C)c(C)cc4c3=O)C(=O)N2c2cc(C)ccn2)ccc1O (centres undefined) | · | 26 | -2 | 0.6 | 2 | 0.61 | -1.7 | · | 41
COc1ccc(-c2cc(=O)oc3cc(OCc4nn[nH]n4)ccc23)cc1 | -8 | -6 | 0 | 0.2 | 23 | 1.1 | -0.93 | 6 | 76*
Cc1n[nH]c(C)c1S(=O)(=O)Nc1ccc2c(c1)OCCO2 | 6 | 4 | -1 | · | 3 | -0.099 | -0.38 | -2 | ·
Cn1c(CN2CCN(CC#N)CC2)c(C#N)c2ccccc21 | 13 | -4 | -4 | 2.9* | -8 | 0.22 | 0.67 | -13 | -188
COC(=O)Nc1ccc(S(=O)(=O)N2c3ccccc3CCC2C)cc1 (centres undefined) | · | 34* | 4 | 0.6 | -2 | -0.086 | -3.2* | · | 39

Arranged by value in LYP act (highest first): some entries from above
| structure | LYP inh 2 | CYP2C9 activ | PostGolgi yeast | DAT uptake mod | PTK2B oligo ant | LYP act | CYP2C9 inh |
| --- | --- | --- | --- | --- | --- | --- | --- |
| COc1ccc(OCCNC(=S)Nc2cccc3ccccc23)cc1 | -3 | 1.5 | 0 | 1.3 | -0.3 | 9 | -54 |
| CN1CCN(Cc2nc3c(c(=O)[nH]c(=O)n3C)n2CCc2ccccc2)CC1 | 0 | · | 4 | 0.21 | · | -1 | · |
| COc1cccc2sc(Nc3nnc(-c4cccs4)o3)nc12 | 5 | 1 | -3 | -0.41 | -0.11 | -5 | 3 |

Following part.
SMILES | LYP inh 2 | PostGolgi ctrl | E coli WT exp | CYP2C9 activ | PostGolgi yeast | DAT uptake mod | PTK2B oligo ant | LYP act | CYP2C9 inh
Cc1cc(NCCN2CCOCC2)n2c(nc3ccccc32)c1C#N | -3 | -2 | 1 | 0.6 | -5 | 0.22 | -0.22 | 2 | 42
CCOC(=O)CNC(=O)C(CO)NC(=O)OCc1ccccc1 (centres undefined) | 4 | 0 | 9 | 1 | 1 | -0.13 | 1.7 | -4 | -4
O=C(Cn1c(=O)oc2cc(S(=O)(=O)N3CCCC3)ccc21)NCc1ccccn1 | · | -1 | 5 | 0.6 | -20 | -0.25 | · | · | 42
CC(=O)CCN1CCOCC1 | -11 | -5 | 25 | 1 | 2 | -0.5 | 0.05 | 11 | 2
CCc1ccc2oc(-c3cc(N)cc(C)c3O)nc2c1 | 13 | 22 | -3 | 0.1 | -4 | -0.043 | -0.13 | -11 | 94*
CCC(C)C(NC(=O)C1CCC(C)CC1)C(=O)NCc1cccnc1 (centres undefined) | 1 | · | · | · | · | 0.0031 | 0.04 | -2 | ·
Clc1ccc(Oc2cnns2)cc1Cl | 9 | -1 | 11 | 1 | 7 | -2 | -0.38 | -8 | 4
CNC(=O)CSc1nnnn1-c1ccc2c(c1)OCCO2 | -7 | · | · | · | · | -0.13 | 0.2 | 1 | ·
COc1cc([N+](=O)[O-])ccc1NC(=O)C[n+]1ccccc1C | -8 | 13 | 8 | 0.9 | 4 | 0.02 | -0.15 | 11 | 8
Cc1ccc(/C=N/n2c(-c3cccs3)n[nH]c2=S)cc1 | 5 | 33* | -8 | 0.8 | -10 | 0.019 | -0.3 | -2 | 25
COc1ccc(NC(=O)Cn2nnc(C(=O)NCCc3ccc(OC)c(OC)c3)c2N)cc1 | -11 | -2 | -7 | 0.6 | -3 | -0.67 | 0.07 | 8 | 36
Cc1ccc(S(=O)(=O)n2nc(OC(=O)c3ccco3)cc2N)cc1 | · | 5 | -2 | · | 7 | -1.4 | 0.8 | · | ·

Assay outcomes (PubChem)
